From PubChem
sdo1 growth = restores growth of sdo1-depleted yeast; S. cerevisiae sdo1-depleted JHY4D growth rescue, OD600 30 h; stronger effect = higher value; pdr5 snq2 efflux-pump mutant strain; z-score at 10 µM; 0.21% of 140,000 active;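 active means z-score above 3 at both the 24 hr and the 30 hr optical density reads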;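 further: z-score against mean and SD of all compound wells on the same plate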
Insulin prom inh = TRM-6 insulin promoter activity inhibition; TRM-6 cells (human fetal islet line), insulin promoter-eGFP reporter, imaging; reporter expression induced with tamoxifen; inhibition, % at 2 µM; 0.9% of 130,000 active;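 active means inhibition above the mean plus 3 SD, with well images judged a real hit on visual review, cut at about 60% in these data, passing the limit was not always enough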
sdo1 growth Rescue 24 h = further read-out of sdo1 growth, marked with its call; z-score; S. cerevisiae sdo1-depleted JHY4D growth rescue, OD600; measured here: growth rescue at 24 h;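 0 is the plate mean of compound wells and units are plate SD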
* marks the source's active call; other numbers are inactive results; . = not tested or not shown.

mol | sdo1 growth | sdo1 growth Rescue 24 h | Insulin prom inh
Cc1cc(N2CCN(c3cccc(C(F)(F)F)c3)CC2)n2ncnc2n1 | -1.48 | -0.89 | -38.7
CC1CCN(c2ccc(C(=O)O)cc2)CC1 | -0.04 | -0.06 | .
COc1cccc2cc(C(N)=O)/c(=N/NC(=O)COc3ccc(Cl)cc3)oc12 | -0.09 | 1.17 | 25.8
CC(=O)OCc1c(COC(C)=O)[n+](=O)c2ccccc2n1[O-] | -0.42 | -0.81 | 5.3
CN(CCC#N)C(=O)Cn1nc(Cc2ccncc2)c2ccccc2c1=O | 0.28 | -0.2 | .
CCOc1cc(C(=S)N2CCOCC2)ccc1O | 0.2 | 0.12 | 11.1
O=C(NC1CCCCC1)C(c1ccc2ncccc2c1)N(Cc1cccs1)C(=O)c1cccs1 (stereo not drawn) | -0.67 | -1.17 | -18.2
CCOC(=O)Cc1csc(NC(=O)c2cc(OC)cc(OC)c2)n1 | 1.07 | 0.41 | 40.5
Cc1ccc(COCCN2CCN(S(=O)(=O)c3ccc(C)cc3)CCC2=O)cc1 | -0.14 | 0.64 | -40.9
Cc1ccc(C(=O)N/C(=C\c2cn(-c3ccccc3)nc2-c2ccccc2)C(=O)N2CCOCC2)cc1 | -0.61 | -0.45 | 23.3
O=C(Cn1nc2ccccc2n1)N/N=C/c1cc([N+](=O)[O-])ccc1O | . | . | 35.0
Fc1cccc2sc(Nc3nnc(-c4ccco4)o3)nc12 | 0.54 | 0.71 | 30.2
O=C(Nc1ccccc1)N1CCCC(c2nc(-c3ccc(F)cc3)no2)C1 (stereo not drawn) | -0.26 | -0.04 | -28.2
Cc1cc(N/N=C/c2ccc(Cl)cc2)nc(NCc2ccccc2)n1 | -1.47 | -1.57 | .
CN(Cc1ccsc1)C(=O)CCc1nnc(Cc2c[nH]c3ccccc23)o1 | . | . | 26.7
Cc1ccc(C(C)NC(=O)c2ccco2)cc1C (stereo not drawn) | 0.05 | -0.36 | -25.0
CC1COC(c2cccn2Cc2ccccc2Cl)=N1 (stereo not drawn) | 0.14 | 1.04 | 25.0
COCCCn1c(C2CCCCC2)nc2oc3cc(OC)ccc3c(=O)c2c1=O | -1.72 | -1.1 | .
O=C(NCc1cccs1)C(=O)NCC1OCCCN1S(=O)(=O)c1ccccc1 (stereo not drawn) | 0.25 | -0.37 | -7.1
COc1cccc(C2C(C(N)=O)=C(C)Nc3nc(-c4cccc(Cl)c4)nn32)c1 (stereo not drawn) | -0.45 | -0.23 | 0.0
Cc1ccc(NC(C)c2cc(Cl)ccc2O)cc1 (stereo not drawn) | -0.93 | -1.8 | -3.5
COc1cc(NC(=O)COC(=O)/C=C/c2ccc(OC)c(OC)c2)cc(OC)c1 | . | . | 29.4
NC(=O)c1nsc(C(=O)N(CCc2ccccc2)C(C(=O)NC2CCCC2)c2ccco2)c1N (stereo not drawn) | -0.26 | 0.27 | -17.4
CC(C)C(=O)NC(c1ccccc1Cl)c1c(O)ccc2ccccc12 (stereo not drawn) | -1.69 | -1.27 | -3.5
COc1ccc(-c2cc(=O)c3cc(F)ccc3[nH]2)cc1 | -0.27 | -0.29 | -4.8
Cc1nc2ccc(NC(=O)c3cccc(C(F)(F)F)c3)cc2o1 | 0.44 | 0.1 | 32.3
Cc1ccc2c(c1)N(CCC(=O)NCc1ccccn1)C(=O)CO2 | -0.11 | -0.76 | 15.4
N#Cc1c2c(c(NCCCN3CCOCC3)n3c1nc1ccccc13)CCC2 | -1.02 | -0.59 | .
Cc1ccccc1OCC(=O)OCC(=O)c1ccc(OC(=O)c2ccccc2)cc1 | 1.15 | 2.82 | 25.0
COc1ccc(/C=C/C(=O)NCC2COc3ccccc3O2)c(OC)c1 (stereo not drawn) | . | . | 20.0
CC1(C)CC(=O)C=C(NCc2ccco2)C1 | . | . | -38.5
COCCn1nnnc1C(c1ccccn1)N1CCN(c2cc(Cl)ccc2C)CC1 (stereo not drawn) | -0.55 | -0.91 | -32.1
COc1ccc(C2=NN(CN3C(=O)C(=O)c4ccccc43)C(c3ccc(Br)cc3)C2)cc1 (stereo not drawn) | -0.74 | -0.93 | -64.3
COc1ccc(Cc2noc(COc3ccc(Cl)cc3)n2)cc1 | -0.73 | -1.21 | -32.4
COc1ccccc1S(=O)(=O)Cc1ccc(C(=O)NC2CCCCC2)o1 | 1.2 | 0.46 | .
CCOC(=O)c1cc(-c2ccccc2)nc2nc(N3CCCCC3)sc12 | -0.75 | 0.31 | 8.1
O=c1[nH]cnc2c1c(-c1ccccc1)cn2-c1ccc(Br)cc1 | -1.68 | -0.63 | 18.8
COc1ccc2c(c1)OC1=C(C(=O)CCC1)C2C1=C(O)CCCC1=O (stereo not drawn) | 0.8 | 0.63 | -2.9
COC(=O)c1ccccc1NC(=O)C1CC(c2ccc(F)cc2)=NO1 (stereo not drawn) | -0.8 | -1.43 | .
COc1ccc(CCNC(=O)c2cc(-c3ccc(C)c(C)c3O)n[nH]2)cc1OC | 2.32 | 4.1 | 25.0
COc1ccccc1C(=O)Nc1ccccc1C(=O)N1CCCC1 | 0.85 | 0.25 | -5.6
O=C(CSc1nnc(CNc2ccc(F)cc2)n1Cc1ccco1)N1CCOCC1 | 2.23 | 0.87 | -10.3
O=C1/C(=C\c2cccnc2)SC(=S)N1c1ccc(F)cc1 | . | . | 50.0
Cc1cc(C)cc(NC(=O)CN2CCN(CCN=CC3=C(O)CC(C)(C)CC3=O)CC2)c1 | 0.25 | 0.36 | 37.5
CCCCCn1c(SCCN2CCOCC2)nc2c1c(=O)[nH]c(=O)n2C | 1.19 | 0.85 | .
CC(C)OC(=O)CCc1nc2ccccc2[nH]c1=O | 0.46 | 0.16 | -24.2
Cc1onc(-c2ccccc2Cl)c1C(=O)OCN1C(=O)c2ccccc2C1=O | -0.93 | -1.37 | 25.0
COc1ccc(N2CCN(Cc3oc(CO)cc(=O)c3O)CC2)cc1 | 0.47 | 0.43 | 6.2
O=C(CCCCCn1c(=O)[nH]c2ccsc2c1=O)NCc1cccs1 | 1.49 | 2.14 | .
CC(C)(C)n1nc2c(c1NC(=O)Cc1ccc(F)cc1)CSC2 | 0.24 | -0.46 | .

5 neighbouring records from above, for reference:
mol | sdo1 growth | sdo1 growth Rescue 24 h | Insulin prom inh
CC(C)OC(=O)CCc1nc2ccccc2[nH]c1=O | 0.46 | 0.16 | -24.2
Cc1onc(-c2ccccc2Cl)c1C(=O)OCN1C(=O)c2ccccc2C1=O | -0.93 | -1.37 | 25.0
COc1ccc(N2CCN(Cc3oc(CO)cc(=O)c3O)CC2)cc1 | 0.47 | 0.43 | 6.2
O=C(CCCCCn1c(=O)[nH]c2ccsc2c1=O)NCc1cccs1 | 1.49 | 2.14 | .
CC(C)(C)n1nc2c(c1NC(=O)Cc1ccc(F)cc1)CSC2 | 0.24 | -0.46 | .

Next section
mol | sdo1 growth | sdo1 growth Rescue 24 h | Insulin prom inh
CCc1nc(SCC(=O)N2CCC(Cc3ccccc3)CC2)c2c(=O)n(C)c(=O)n(C)c2n1 | -1.64 | -1.49 | .
CCOc1ccccc1COC(=O)c1cccc(-n2cnnn2)c1 | -0.71 | -0.95 | .
Cc1c(C(=O)NCc2cccs2)oc2ccccc12 | -1.17 | -0.86 | 11.1
CCN(CC)C(=O)Nc1ccccc1C | 1.02 | 0.03 | 32.1
O=C(COc1ccccc1)NCC(c1cccs1)N1CCOCC1 (stereo not drawn) | 0.97 | 1.08 | -52.4
COc1ccc(NC(=O)C23CC4CC(C2)CC(c2ccccc2)(C4)C3)c(OC)c1 | -0.79 | -0.92 | .
Cc1nn(Cc2c(F)cccc2Cl)c(C)c1NC(=O)C1CC1 | 0.64 | 1.35 | 35.7
C/C(=N\Nc1ccc(F)cc1F)c1ccc(N2CCOCC2)cc1 | . | . | 33.3
C=CCn1c(SCc2cc(C(=O)OC)c(C)o2)nnc1-c1ccncc1 | -0.12 | -0.47 | .
COCCNC(=O)CSc1ccc(C)cc1 | -0.37 | -0.79 | .
Cn1c(=O)c2c(nc(CN3CCN(c4ccccc4)CC3)n2CCCc2ccccc2)n(C)c1=O | . | . | 18.8
CCOc1cc(C(=O)Nc2ccc(S(=O)(=O)Nc3cc(C)on3)cc2)cc(OCC)c1OCC | 0.88 | 0.02 | 47.1
CCn1c(SCc2nc3cc(OC)c(OC)cc3c(=O)[nH]2)nnc1-c1ccncc1 | -0.35 | -0.68 | 15.6
Cc1cc2oc(C(=O)Nc3ccc(S(=O)(=O)Nc4nccs4)cc3)cc(=O)c2cc1Cl | -1.06 | -0.43 | .
Nc1cccc(-c2nnc3n2CCCCC3)c1 | . | . | 67.6
Cc1c(-c2n[nH]c(=S)n2-c2ccc(Br)cc2)nnn1-c1ccc(Cl)cc1 | . | . | -94.1
CCc1nnc(NC(=O)/C=C/c2ccc(C)o2)s1 | 0.2 | 0.22 | 11.1
CC(=O)NC1=NN(C(C)=O)C(c2cccc([N+](=O)[O-])c2)S1 (stereo not drawn) | 1.35 | 0.86 | -100.0
O=C1c2ccccc2C(=O)N1CCC(c1ccccc1)c1ccco1 (stereo not drawn) | -0.46 | 2.22 | -3.7
NC(=O)C1CCN(C(=O)c2ccc(CS(=O)(=O)c3c(Cl)cccc3Cl)o2)CC1 | 0.44 | -0.08 | .
COC(=O)C1(C(F)(F)F)N=C(N(C)C)OC(N(C)C)=N1 | 1.07 | 0.44 | -40.0
Cc1ccc(O)c(N=CC2=C(O)c3ccccc3C2=O)c1 | 0.01 | 0.03 | 16.1
O=[N+]([O-])c1c(NCCO)cc(Sc2nc3ccccc3s2)c2nonc12 | -2.97 | -2.56 | -31.8
Cc1ccccc1CSCCC(=O)NCCc1ccccc1 | . | . | 5.0
CC1=C(C(=O)OCC2CCCO2)C(c2ccccc2)C2=C(CC(C)(C)CC2=O)N1 (stereo not drawn) | . | . | -23.1

The closing seven entries of the part before come first, to join the parts:
mol | sdo1 growth | sdo1 growth Rescue 24 h | Insulin prom inh
O=C1c2ccccc2C(=O)N1CCC(c1ccccc1)c1ccco1 (stereo not drawn) | -0.46 | 2.22 | -3.7
NC(=O)C1CCN(C(=O)c2ccc(CS(=O)(=O)c3c(Cl)cccc3Cl)o2)CC1 | 0.44 | -0.08 | .
COC(=O)C1(C(F)(F)F)N=C(N(C)C)OC(N(C)C)=N1 | 1.07 | 0.44 | -40.0
Cc1ccc(O)c(N=CC2=C(O)c3ccccc3C2=O)c1 | 0.01 | 0.03 | 16.1
O=[N+]([O-])c1c(NCCO)cc(Sc2nc3ccccc3s2)c2nonc12 | -2.97 | -2.56 | -31.8
Cc1ccccc1CSCCC(=O)NCCc1ccccc1 | . | . | 5.0
CC1=C(C(=O)OCC2CCCO2)C(c2ccccc2)C2=C(CC(C)(C)CC2=O)N1 (stereo not drawn) | . | . | -23.1
CCCCNC(=O)C1=C(N)C(C(=O)Nc2ccc(C)c(S(=O)(=O)N3CCCCC3)c2)SC1=Nc1ccc(C)cc1C (stereo not drawn) | -0.91 | -0.8 | 17.1
COc1ccc(CCN2C(=O)C3CC(C)=C(C)CC3C2=O)cc1OC (stereo not drawn) | -0.05 | 0.28 | -207.1
C#CCn1c(=NC(=O)c2cccs2)sc2cccc(OCC)c21 | -1.14 | -0.01 | .
O=C(NC1(C(F)(F)F)N=C2SCCN2C1=O)C1CCCCC1 (stereo not drawn) | 0.14 | -0.22 | -2.7
CCOc1ccc(N2C(=O)CC(N3CCC(O)(c4ccc(Br)cc4)CC3)C2=O)cc1 (stereo not drawn) | 0.94 | 0.56 | -62.5
C(=C\c1nc(N2CCCCCC2)c2ccccc2n1)/c1ccccc1 | -2.47 | -2.11 | .
Cc1nnc2n(c1=O)N=C(c1ccc(Cl)cc1)CS2 | -0.19 | -0.79 | 35.1
COc1ccc(-c2cnnn2-c2ccc(NC(=O)c3ccc(S(=O)(=O)N4CCCCC4)cc3)cc2)cc1OC | -0.14 | -0.59 | 3.6
COc1ccc(C(=O)COC(=O)c2ccco2)cc1 | -0.23 | -0.69 | .
O=C(O)C1CCCN(S(=O)(=O)c2cccs2)C1 (stereo not drawn) | 0.26 | 0.03 | 0.0
Cc1ccc(S(=O)(=O)N(CCO)c2cc3c(s2)CCCC3)cc1 | -1.76 | -1.22 | -9.1
CC(=O)C1=C(O)CCC1=N | 0.76 | 0.34 | 3.1
COC(=O)Cn1c2ccc(F)cc2c2nc(C)sc21 | -0.1 | -0.54 | .
CNC(=O)c1sc(-c2ccccn2)nc1C | . | . | -7.7
FC(F)(F)c1ccccc1CN1CCN(C2CCCCCC2)CC1 | -0.66 | -0.97 | 0.0
Cc1c(NC(=O)c2ccc(COc3ccc4ccccc4c3)o2)c(=O)n(-c2ccccc2)n1C | -0.53 | -0.55 | 20.0
Cc1[nH]nc2c1C1(CCOC1C)C(C#N)=C(N)O2 (stereo not drawn) | 0.15 | -0.5 | -128.6
Cc1cc(C)cc(NC(=O)CN2CCc3ccccc3C2)c1 | -0.64 | -0.12 | -21.1
COc1ccc(N(C(=O)C(C)C)S(=O)(=O)c2cccc3cccnc23)cc1 | -0.34 | 0.94 | -3.9
CC(C)c1nnc(NC(=O)CCC(=O)NCc2ccc3c(c2)OCO3)s1 | -0.08 | -0.47 | 43.2
Cc1cccc(NC(=O)NC(C)CCc2ccccc2)c1 (stereo not drawn) | -0.51 | -0.76 | .
